# TAAR1 ag – human TAAR1 agonism | Q96RJ0 | CHO RD-HGA16 TAAR1, Fluo-8 calcium fluorescence; vehicle wells 0%, saturating PEA agonist 100% | activation, % at 3 µM | actives 0.99% (n = 360,000);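 active = activation above the mean activation of all test compounds in the run plus 3 SD, cut at about 38% in these data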
# Target sequence (Q96RJ0 whole entry, looked up): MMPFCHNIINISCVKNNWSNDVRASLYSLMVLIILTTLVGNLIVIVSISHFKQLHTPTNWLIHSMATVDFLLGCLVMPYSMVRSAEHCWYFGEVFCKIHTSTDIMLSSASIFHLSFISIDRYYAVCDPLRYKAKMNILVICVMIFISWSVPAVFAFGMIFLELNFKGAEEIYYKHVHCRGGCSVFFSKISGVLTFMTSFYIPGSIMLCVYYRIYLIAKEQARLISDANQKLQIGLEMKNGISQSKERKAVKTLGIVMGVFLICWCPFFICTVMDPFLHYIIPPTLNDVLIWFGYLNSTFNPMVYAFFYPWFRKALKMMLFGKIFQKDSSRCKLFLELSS
#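 System: CHO-derived RD-HGA16 cells with stable Gα16 and human TAAR1. Times: 17-24 h plating, Fluo-8 75 min 37 °C, 30 min RT. Measured by: calcium-sensitive Fluo-8 signal, excitation 470-495, emission 515-575 nm. Read-out basis: % activation relative to PEA EC100 response. Control set: DMSO and PEA EC100. Repeats: no replicates (n 1).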
# M5 PAM – CHRM5 positive allosteric modulation. P08912. CHO-K1 hM5, Fluo-8 calcium, ACh EC20 PAM; 0% = ACh EC20, 100% = ACh EC100. activation, % at 3 µM. actives 0.3% (n = 360,000). AID 624038;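 active = activation above the run cutoff, the mean activation of all test compounds plus 3 SD, cut at about 18% in these data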
# Target sequence (P08912 whole entry, looked up): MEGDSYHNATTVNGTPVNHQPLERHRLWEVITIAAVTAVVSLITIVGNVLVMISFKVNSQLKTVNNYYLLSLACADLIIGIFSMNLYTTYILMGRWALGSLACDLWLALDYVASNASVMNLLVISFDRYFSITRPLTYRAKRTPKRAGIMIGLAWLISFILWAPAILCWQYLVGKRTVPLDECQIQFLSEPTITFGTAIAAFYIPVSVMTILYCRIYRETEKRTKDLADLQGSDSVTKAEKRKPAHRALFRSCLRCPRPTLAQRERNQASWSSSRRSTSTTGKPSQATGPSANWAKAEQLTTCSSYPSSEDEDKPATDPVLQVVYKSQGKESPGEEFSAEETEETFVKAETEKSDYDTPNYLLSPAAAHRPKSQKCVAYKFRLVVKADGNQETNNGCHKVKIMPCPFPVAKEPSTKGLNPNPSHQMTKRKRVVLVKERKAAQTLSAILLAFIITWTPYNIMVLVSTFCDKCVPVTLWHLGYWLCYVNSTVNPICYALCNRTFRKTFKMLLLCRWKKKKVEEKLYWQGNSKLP
#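 Test system: CHO-K1 hM5 cells / Doses: single-point, 3 µM nominal / Times: Post-acetylcholine fluorescence recording 140 s / Technique: Fluo-8 calcium fluorescence / Measure: Max/basal fluorescence ratio as % of EC20–EC100 ACh window / Benchmarks: low control EC20 acetylcholine (0%), high control EC100 acetylcholine (100%) / Replicates: one well per compound, no replicates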
# M1 ag – agonists of human M1 muscarinic receptor | P11229 | CHO-K1 hM1, Fluo-8 calcium fluorescence, agonist mode; 0% DMSO, 100% acetylcholine EC100 | activation, % at 3 µM | actives 0.33% (n = 360,000);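 active = activation above the run's mean compound activation plus 3 SD, cut at about 16% in these data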;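 note: peak over basal fluorescence ratio within a 140 s kinetic read after compound addition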
# CHRM5 antagonist – antagonists of human muscarinic M5 receptor (CHRM5). inhibition, % at 3 µM. AID 624040. CHO-hM5 cells, Fluo-8 calcium fluorescence, ACh EC80. P08912. actives 0.59% (n = 360,000);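 active = inhibition above a per-plate cutoff, the mean of that plate's test compounds plus 3 SD, cut at about 27% in these data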;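 note: 0% = acetylcholine EC80 with DMSO and 100% = DMSO without agonist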
# CHRM5 agonist – CHRM5 agonism in calcium assay. P08912. CHO-K1 hM5 cells, Fluo-8 calcium fluorescence; 0% DMSO wells, 100% maximal acetylcholine response. activation, % at 3 µM. actives 0.19% (n = 360,000). AID 624037;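 active = activation above the run's mean over test compounds plus 3 SD, cut at about 23% in these data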;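 note: signal is peak over basal fluorescence ratio across the kinetic read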
# M4 antag – CHRM4 antagonism in calcium assay; actives 0.73% (n = 360,000); AID 624125; CHO-hM4 cells, ACh EC80, Fluo-8 calcium fluorescence; inhibition, % at 3 µM;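 active = inhibition above its plate's cutoff, the mean inhibition of sample wells plus 3 SD, cut at about 27% in these data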;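 note: 0% = acetylcholine EC80 with DMSO and 100% = DMSO without agonist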
# M4 ag – CHRM4 agonism in calcium assay; activation, % at 3 µM; CHO-K1 hM4/Gqi5, Fluo-8 calcium fluorescence; vehicle 0%, full acetylcholine response 100%; AID 624127; actives 0.14% (n = 360,000);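 active = activation above the run mean over all test wells plus 3 SD, cut at about 32% in these data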;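 note: peak over basal fluorescence ratio per well then scaled between controls; 0% = DMSO wells and 100% = acetylcholine at EC100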
# M1 antag – human CHRM1 antagonism | AID 588852 | CHO-K1 hM1, Fluo-8 calcium fluorescence, ACh EC80 antagonist | actives 1.3% (n = 360,000) | inhibition, % at 3 µM;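 active = percent inhibition above its own plate's cutoff, namely the mean of that plate's compound wells plus 3 SD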;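 note: peak over basal fluorescence ratio during 140 s after agonist addition; 0% = ACh EC80 plus DMSO and 100% = DMSO alone without agonist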
# M1 PAM – positive allosteric modulators of human M1 muscarinic receptor. CHO-K1 hM1, Fluo-8 calcium fluorescence, ACh EC20; 0% = ACh EC20, 100% = maximal ACh. AID 588819. actives 0.088% (n = 360,000). activation, % at 3 µM. P11229; in the data active = activation above about 19%, passing the limit was not always enough
# Active calls of the source: *; · = not tested or not shown. The list is partial; the hit share may differ from the screen's.
SMILES,TAAR1 ag,M5 PAM,M1 ag,CHRM5 antagonist,CHRM5 agonist,M4 antag,M4 ag,M1 antag,M1 PAM
Cc1cccc(/C=C/c2nc3ccccc3c(=O)n2Cc2ccccc2)c1,4,2,-8,-1,-5,4,-1,-14,12
CC(C)NC(=O)C1CCCN(S(=O)(=O)c2cccs2)C1 (stereo not drawn),5,-5,-2,0,-1,-4,1,-10,2
O=S1(=O)C=C(SCc2ccc(F)cc2)Nc2ccccc21,3,-1,-2,5,0,-12,5,-14,7
COc1ccccc1OCC(=O)Nc1ccc(C(N)=O)cc1,3,-8,-4,8,-1,-3,2,-9,8
CC(C)c1nc(SCC(=O)Nc2nc3c(s2)CCCC3)c2ccccc2n1,5,0,-3,7,-1,0,-2,-5,4
CC(=O)N/N=C/C1=CCC2CC1C2(C)C (stereo not drawn),2,11,-3,-3,1,1,0,-13,12
CN1CCC(N(C)C(=O)c2ccc(Cl)c(S(=O)(=O)N(C)c3ccc(Cl)cc3)c2)CC1,1,1,-1,13,-5,-2,3,-4,6
Cc1ccc(C(c2nnnn2Cc2ccccc2)N2CCN(Cc3ccccc3)CC2)cc1 (stereo not drawn),3,-16,-6,-5,-13,-4,4,-2,-6
CCN(C(=O)CSc1nnnn1-c1ccccc1)C1CCS(=O)(=O)C1 (stereo not drawn),1,-4,-4,11,1,3,1,-5,6
CCNC1(C#N)CCN(Cc2ccccc2)CC1,1,7,-2,7,1,10,0,-7,16
O=C(Nc1nc(-c2ccco2)c(-c2ccco2)s1)c1c(F)cccc1Cl,0,-1,-3,3,-2,8,5,0,0
COc1ccccc1C(=O)Nc1ccnn1C1CCN(Cc2ccc3nonc3c2)CC1,7,-13,-2,24,0,6,10,11,-6
CC(C)NC(=O)C1CCN(c2ccc(S(=O)(=O)N3CCOCC3)cc2Cl)CC1,1,-3,0,5,6,-1,2,-16,9
CC1CN(c2c3c(nc4ncnn24)CCCC3)CC(C)O1 (stereo not drawn),7,16,2,-11,4,-7,1,-23,5
CC(C)CC(NC(=O)CCl)c1ccccc1 (stereo not drawn),0,8,-4,-5,-1,7,1,-12,9
c1ccc(CN(Cc2ccco2)C(c2ccncc2)c2nnnn2C2CCCC2)cc1 (stereo not drawn),9,-4,-7,13,0,-3,0,1,1
Clc1ccc(-c2nc(-c3ccncc3)no2)c(Cl)c1,-1,-10,-2,7,-2,-5,8,5,-1
COc1cccc(N2CCN(C(=O)CN(C)S(=O)(=O)c3ccc4c(c3)c(=O)n(C)c(=O)n4C)CC2)c1,15,-3,-5,8,-1,4,5,0,3
C=C(C)COc1ccc(-c2ncnc(C(F)(F)F)c2-c2ccccc2)c(O)c1,1,-14,-11,17,-6,27*,3,37*,-26
Brc1ccc(/C=N/c2nc3ccccc3n2CCN2CCOCC2)cc1,0,-2,-8,-3,0,-12,1,-5,5
Cc1c(Cl)cccc1NC(=S)NCc1ccccc1,9,-13,-4,7,-9,-1,4,-19,-3
Cc1ccc(S(=O)(=O)c2cn(C)c3cc(N4CCN(C)CC4)c(F)cc3c2=O)cc1,1,1,-4,-11,-4,-2,1,1,2
CC(C)Cc1nnc(NC(=O)CCC(=O)NC2CCCCCC2)s1,3,1,-2,-1,-2,-5,0,-4,5
O=C(O)c1nn(Cc2csc(-c3ccccc3)n2)c(=O)c2ccccc12,2,4,6,13,1,1,2,-6,16
CCn1nc(C(=O)OCC(=O)N2CCc3ccccc32)c2ccccc2c1=O,0,2,-6,-9,0,-3,-3,3,6
CC1CC(=O)c2cnc(N)nc2C1 (stereo not drawn),1,-4,-5,6,-1,0,0,-6,6
CN(C(=O)COc1cccc(Br)c1)C1CCS(=O)(=O)C1 (stereo not drawn),10,-3,-4,0,1,7,1,-2,5
C=CCn1c(=N)c(C(=O)NCCCOC)cc2c(=O)n3cccc(C)c3nc21,-1,-3,-6,-2,-1,7,0,6,-1
C/C(=N/Nc1ccnc2cc(Cl)ccc12)c1ccc(N)cc1,32,-2,-6,6,1,-9,3,-4,5
Cn1nnnc1SCC(=O)N1CCN(S(=O)(=O)c2ccc(Cl)cc2)CC1,14,7,-10,-20,-2,-6,1,-4,-1

# Rewritten with tabs: entries from further up
Structure	TAAR1 ag	M5 PAM	M1 ag	CHRM5 antagonist	CHRM5 agonist	M4 antag	M4 ag	M1 antag	M1 PAM
COc1ccccc1OCC(=O)Nc1ccc(C(N)=O)cc1	3	-8	-4	8	-1	-3	2	-9	8
C=C(C)COc1ccc(-c2ncnc(C(F)(F)F)c2-c2ccccc2)c(O)c1	1	-14	-11	17	-6	27*	3	37*	-26
CC(C)CC(NC(=O)CCl)c1ccccc1 (stereo not drawn)	0	8	-4	-5	-1	7	1	-12	9
Brc1ccc(/C=N/c2nc3ccccc3n2CCN2CCOCC2)cc1	0	-2	-8	-3	0	-12	1	-5	5
CN1CCC(N(C)C(=O)c2ccc(Cl)c(S(=O)(=O)N(C)c3ccc(Cl)cc3)c2)CC1	1	1	-1	13	-5	-2	3	-4	6
Cc1c(Cl)cccc1NC(=S)NCc1ccccc1	9	-13	-4	7	-9	-1	4	-19	-3

# (cont.)
SMILES,TAAR1 ag,M5 PAM,M1 ag,CHRM5 antagonist,CHRM5 agonist,M4 antag,M4 ag,M1 antag,M1 PAM
O=C(CSc1ccc(-c2ccncc2)nn1)c1ccc(Cl)cc1,-1,-7,-4,10,3,-13,4,-8,5
Cc1nc2ccc(NC(=O)N3CCOCC3)cc2nc1C,4,9,-2,2,1,-4,2,-4,8
CCN(CC)CCCN(C(=O)c1ccc(OC)cc1)c1nc(-c2ccc(OC)cc2)cs1,8,-1,-8,6,-19,29*,10,-5,-6
O=C(COc1ccccc1)N(Cc1cc2ccccc2[nH]c1=O)CC1CCCO1 (stereo not drawn),6,-3,-3,5,0,-1,1,-8,6
O=C(NCCOc1ccccc1Cl)C(=O)Nc1ccccc1,0,4,-6,-6,-4,1,1,-1,5
O=C(Nc1cccc(S(=O)(=O)N2CCCCC2)c1)C1CC(=O)N(Cc2ccco2)C1 (stereo not drawn),4,0,-5,4,-1,-17,3,-6,6
COCCNC(=O)[C@@]1(Cc2ccccc2)C=C[C@@H](C)N1C(C)=O,10,-5,-4,8,0,-2,1,1,3
CCCNC(=O)c1onc(CSc2cccc(OC)c2)c1C(=O)NCCC,2,-2,-6,7,-1,2,0,-6,5
COc1ccc2sc(-c3ccc(N(C)C)cc3)c(C#Cc3cncn3C)c2c1,6,-3,-6,14,-5,7,1,0,4
COc1ccc(NC(=O)COn2nnc3ccc(Cl)cc32)cc1OC,2,-2,1,-7,1,-10,6,-31,9
C[C@@H]1CN([C@H](C)CO)C(=O)c2cc(Br)cnc2O[C@@H]1CN(C)Cc1ccc(-c2ccccc2)cc1,-1,-2,-9,-3,-1,0,1,-5,-2
O=C(CCc1ccccc1)NNC(=O)Nc1ccccc1,5,-8,-6,4,-3,-2,0,1,2
Cc1ccc(CN2CCC(C(=O)Nc3ccc(Oc4cccnc4)cc3)CC2)cc1,5,-4,-2,17,-1,5,10,7,-5
COCCN1C(=O)C(O)=C(C(C)=O)C1c1ccc(F)cc1 (stereo not drawn),8,7,4,4,2,4,1,-15,8
O=C(CCN1CCN(c2ccc(F)cc2)CC1)Nc1ccc(F)cc1,5,-1,-5,-3,-2,-4,2,-10,-6
O=c1[nH]c(=S)[nH]c2c1C(c1ccc(F)cc1)OC(CCc1ccccc1)C2 (stereo not drawn),11,-13,·,3,6,1,7,·,·
CCOc1ccc(N2CC(C(=O)Nc3ccc(N4CCOCC4)cc3)CC2=O)cc1 (stereo not drawn),13,2,-4,-4,2,4,-1,2,-1
Cc1ccc(NC(=S)N2CCC(NC(=O)c3cccc(F)c3)CC2)cc1,1,1,-6,4,-4,-5,-1,-17,9
Cc1cc(C(N)=O)nn1-c1c(Cl)cc(Cl)cc1Cl,2,4,-3,3,-1,-4,0,1,1
O=C(OCCN1CCOCC1)c1ccc(Cl)cc1Cl,3,1,-3,-6,3,-8,1,-7,6
O=C(/C=C/c1ccc(F)cc1)NCC1(c2ccccc2)CCOCC1,4,-4,-7,9,-4,-2,1,-3,9
Cc1ccc(C)c(N2CCN(CCCNC(=O)Cn3cc4c(n3)CCC(C)C4)CC2)c1 (stereo not drawn),4,-5,-7,1,-1,-4,6,-12,4
Cc1[nH]c(=O)[nH]c(=O)c1S(=O)(=O)Nc1ccc(F)c([N+](=O)[O-])c1,0,-2,-4,6,-3,3,1,-7,5
O=C(CSc1nc2ccccc2nc1N1CCCCC1)Nc1ccc(F)cc1,0,0,-7,3,1,8,1,-12,4
Cc1cc(C)c(S(=O)(=O)Nc2ccc(C(N)=O)cc2)c(C)c1,4,6,-6,-22,3,-13,0,-3,4
O=C(Nc1ccccc1C(=O)NCCc1ccccc1)c1ccco1,60*,-10,-1,-1,-5,-7,7,-2,0
CN(CC(=O)Nc1cccc(F)c1)C(=O)c1ccccc1-n1cnnn1,6,-2,7,4,-3,-19,3,-19,22
Cc1coc2cc3oc(=O)c(CCC(=O)N4C[C@H]5C[C@@H](C4)c4cccc(=O)n4C5)c(C)c3cc12,0,0,-8,7,-1,-7,1,-12,6
COc1cccc(-n2cc(CNC(=O)C3CCC(=O)N(C4CC4)C3)cn2)c1 (stereo not drawn),1,1,-3,12,-4,-5,0,-4,1
COCCCN1C(=O)C(CC(=O)NCc2ccco2)CC(C(=O)N(C(C)C)C(C)C)=C1C (stereo not drawn),0,3,-5,-10,2,-2,0,0,3
CCC1=C(OC(=O)N(CC)CC)N2C(=O)OC(=NCC(=O)OC)[C@]2(C)[C@H]2C1=CC[C@H]1C(=O)NC(=O)[C@H]12,1,5,-1,6,-2,-4,2,-2,10
Cc1cccc2nc(CSc3nnc(N)s3)cn12,4,8,-3,5,1,-12,-1,0,6
Cn1c(-c2ccsc2)c(-c2cccs2)c2cc(Br)ccc21,9,4,-3,13,5,-4,-1,6,-3
CC(C)C[C@H](NC(=O)c1nc[nH]c1C(=O)NCc1ccc(CNC(=O)OC(C)(C)C)cc1)C(=O)OCc1ccccc1,13,-5,-2,18,-2,1,2,3,-2
Cc1ccccc1OCc1nnc2n1CC(C)S2 (stereo not drawn),2,-3,-3,-4,1,-5,1,1,0
CCOC(=O)C1=NN(c2cccc(C)c2)C2(S1)SC(C(C)=O)=C(C)N2c1ccccc1 (stereo not drawn),11,3,-6,-4,-2,17,-1,9,-15
CCC(C)NC(=O)c1cc(C)no1 (stereo not drawn),0,-4,-2,7,-1,3,0,-8,6
COc1cc(CNCc2ccncc2)cc(OC)c1OC,1,0,-4,0,-1,-1,1,-4,0
COc1ccc(S(=O)(=O)N2CCCC(C(=O)NCc3ccco3)C2)cc1Cl (stereo not drawn),4,-6,-6,9,-1,-6,2,-7,5

# Source: PubChem BioAssay
